# TbHK1 inh: T. brucei hexokinase 1 inhibition | recombinant TbHK1, G6PDH-coupled NADH A340 | inhibition, % at 10 µM | 220,000 compounds, 0.11% hits;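 active means inhibition of 50% or more in the single-dose primary screen; inactive means inhibition below 50%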
# PPC-1+TRAIL kill: kills PPC-1 cancer cells in the presence of TRAIL; PPC-1 cells + TRAIL, ATPLite viability luminescence; 220,000 compounds, 0.41% hits; cell killing (% activity), % at 4 µM; AID 1443;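 active means cell killing above 50% in the first pass at 4 µM, then a duplicate retest at 5 µM averaging 50% or more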;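 further: plate controls were cells with TRAIL plus DMSO for no effect and medium-only wells lacking cells for full effect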
# BaF3 parental: counter-screen for JAK2V617F inhibitors: parental Ba/F3 viability inhibitors; CellTiter-Glo ATP luminescence; inhibition, % at 5.6 µM; 220,000 compounds, 1.1% hits;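 active means inhibition above a per-campaign cutoff, the mean inhibition of all tested compounds plus 3 SD, cut at about 27% in these data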;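 further: 0% = DMSO wells and 100% = JAK Inhibitor I control wells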
# NCF1 inh: p47phox (human) inhibition; 220,000 compounds, 0.53% hits; P14598; AID 1274; p47phox/p22phox peptide binding, fluorescence polarization, 2 h; inhibition, % at 24.7 µM;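 active means inhibition above about 30%, limit read from the data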;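 further: 0% = p47phox with labelled peptide and 100% = labelled peptide alone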
# EP2 antag: inhibitors of human EP2 prostaglandin E2 receptor; P43116; C6 glioma cells expressing human EP2, cAMP TR-FRET; cells stimulated with saturating PGE2; inhibition, % at 25 µM; 260,000 compounds, 0.52% hits; AID 1422;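 active means percent inhibition above 40 after rounding to a whole number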;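 further: rat C6 glioma host cells with rolipram phosphodiesterase inhibitor present; the protocol text gives 20 µM as final concentration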
# Furin inhibitor: inhibitors of human furin. P09958. purified furin, fluorogenic substrate cleavage. inhibition, % at 30 µM. 220,000 compounds, 0.061% hits. AID 463115; in the data active means inhibition above about 25%; further: inactives centre near -15
# p97 ATPase inh: inhibitors of human p97 ATPase. P55072. recombinant p97 ATPase, Kinase-Glo ATP luminescence, 3 h. inhibition, % at 8 µM. 220,000 compounds, 0.42% hits. AID 1481; in the data active means inhibition above about 15%;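 further: 0% = DMSO vehicle and 100% = wells lacking enzyme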
# Target sequence (P55072 whole entry, looked up): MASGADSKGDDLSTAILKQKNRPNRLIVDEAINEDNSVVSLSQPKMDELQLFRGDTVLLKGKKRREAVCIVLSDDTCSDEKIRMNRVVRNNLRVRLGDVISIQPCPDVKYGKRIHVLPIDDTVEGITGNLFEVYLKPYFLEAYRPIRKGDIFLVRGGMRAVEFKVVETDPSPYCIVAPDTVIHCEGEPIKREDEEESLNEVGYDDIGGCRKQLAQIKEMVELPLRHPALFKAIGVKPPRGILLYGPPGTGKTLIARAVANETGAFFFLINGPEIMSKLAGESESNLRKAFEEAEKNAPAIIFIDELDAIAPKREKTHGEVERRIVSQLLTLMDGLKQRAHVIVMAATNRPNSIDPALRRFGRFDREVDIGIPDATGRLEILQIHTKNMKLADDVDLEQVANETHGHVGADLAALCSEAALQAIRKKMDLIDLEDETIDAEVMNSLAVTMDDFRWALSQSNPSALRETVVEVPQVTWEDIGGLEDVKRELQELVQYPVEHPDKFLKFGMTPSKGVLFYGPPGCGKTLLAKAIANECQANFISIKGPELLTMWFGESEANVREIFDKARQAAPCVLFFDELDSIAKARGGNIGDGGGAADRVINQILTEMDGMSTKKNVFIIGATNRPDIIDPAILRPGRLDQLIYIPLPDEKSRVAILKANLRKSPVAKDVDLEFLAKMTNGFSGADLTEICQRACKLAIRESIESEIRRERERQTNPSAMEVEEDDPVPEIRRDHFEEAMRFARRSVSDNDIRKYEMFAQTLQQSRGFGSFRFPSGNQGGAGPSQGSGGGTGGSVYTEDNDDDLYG
# Ba/F3 V617F tox: loss of viability in JAK2V617F-driven Ba/F3 cells | Ba/F3 EpoR-JAK2V617F viability, ATP luminescence | inhibition, % at 5.6 µM | 220,000 compounds, 1.1% hits;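 active means inhibition above the campaign mean plus 3 SD over all tested compounds, cut at about 24% in these data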;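 further: cytokine-independent growth of Ba/F3 cells driven by EpoR plus mutant JAK2; 0% = DMSO-treated cells and 100% = JAK inhibitor I control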
# RBBP9 inhibitor: blocks human serine hydrolase RBBP9 | recombinant RBBP9, FP-Rh probe fluorescence polarization | inhibition, % at 7.94 µM | 220,000 compounds, 0.2% hits | AID 1515;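 active means inhibition above the campaign mean of all tested compounds plus 3 SD, cut at about 14% in these data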;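 further: plate controls were DMSO wells with RBBP9 for no effect and wells lacking RBBP9 protein for full effect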
# Target sequence (O75884 whole entry, looked up): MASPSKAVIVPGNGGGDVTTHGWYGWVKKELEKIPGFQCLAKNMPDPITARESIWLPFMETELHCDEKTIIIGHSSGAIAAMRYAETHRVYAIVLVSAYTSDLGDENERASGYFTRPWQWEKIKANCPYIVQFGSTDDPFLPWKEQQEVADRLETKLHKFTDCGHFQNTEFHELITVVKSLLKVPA
#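 Measured by: FP readout at 525/598 nm; material: recombinant human RBBP9; also added: Serine-hydrolase probe FP-Rh, 375 nM pre-mixing; medium: Tris buffer pH 8.0, NaCl, Pluronic; replication: one well per compound; doses: one concentration, 7.94 µM nominal, 0.794% DMSO; timing: preincubation 30 min plus labeling 45 min at 25 °C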
# * marks the source's active call; other numbers are inactive results; nt = no result given; & = joins results of further samples; [ ] = remark or other dose. Not all compounds are listed. The share of hits here may be higher or lower than overall.
SMILES,TbHK1 inh,PPC-1+TRAIL kill,BaF3 parental,NCF1 inh,EP2 antag,Furin inhibitor,p97 ATPase inh,Ba/F3 V617F tox,RBBP9 inhibitor
O=C(c1ccc(F)cc1)N1CCN(C(=O)c2cccnc2)CC1,1.9,1.5,1.7,-10.0,15.1,0.0[20 µM],0.1,-3.2,-2.9
CCOCC(=O)Nc1cc(C(=O)OC)ccc1C(=O)OC,0.5,-19.7,2.9,-7.8,12.1,-7.6[20 µM],1.0,-0.9,-0.2
O=C(CNC(=S)NC(=O)C1CCCCC1)c1ccccc1,-8.6,14.3,5.2,-6.7,2.2,-24.5,-3.2,2.8,-10.5
O=C(CS(=O)(=O)c1cn(Cc2ccc(Cl)cc2)c2ccccc12)N1CCCCC1,3.8,6.3,5.0,-5.2,8.9,-19.8,-3.5,-2.2,-8.0
CC(=O)Nc1ccccc1C(=O)C(=O)Nc1cccc(C(=O)N2CC(C)CC(C)C2)c1 (stereo not given),-5.7,4.6,4.8,-4.9,6.0,-28.7,4.4,-2.5,-3.3
C#CCOCCOCCOCCNc1nc(N2CCN(C(=O)[C@H](Cc3ccc(O)cc3)n3cc([C@@H](N)CC(C)C)nn3)CC2)nc(N2CCN(C(=O)[C@H](Cc3cc4ccccc4[nH]3)n3cc([C@@H](N)CC(C)C)nn3)CC2)n1,-8.2,-5.5,-2.0,nt,6.0,-23.4,20.2*,2.5,4.0
CC1(C)C2CCC1(CS(=O)(=O)Nc1cccc(S(N)(=O)=O)c1)C(=O)C2 (stereo not given),-15.2,4.5,5.7,-3.5,10.4,-4.3,7.4,-4.6,6.4
Cc1cc(NC(=O)COC(=O)CCNS(=O)(=O)c2c(Cl)cccc2Cl)no1,5.6,-4.4,1.2,-1.1,6.0,-14.3,2.4,3.7,-2.5
Cc1cccc(NC(=O)c2cccc(NC(=O)Cc3cccs3)c2)c1,1.9,8.4,11.6,-3.8,15.8,-23.4,-1.9,0.2,-7.2
C=CCn1c(SCc2c(F)cccc2Cl)nnc1-c1ccco1,7.3,-2.1,4.5,-2.7,5.3,-23.5,-3.7,2.4,-7.6
CC(C)(O)C#Cc1ccc(C(=O)N2CCN(C(=O)c3ccco3)CC2)cc1,-1.1,6.6,1.9,-11.6,3.8,-21.0[20 µM],2.3,-0.3,-3.6
NC(=O)C1CCN(CC(=O)Nc2ccccc2Sc2ccc(Cl)cc2)CC1,-5.0,-1.9,9.9,-7.4,8.0,-8.4,-3.4,-0.2,-2.7
O=C(N/N=C/c1ccc2ncccc2c1)c1ccco1,-32.1,67.7*[5 µM],8.1,3.2,11.6,-0.2,-9.2,5.0,-8.6
Cc1ccc(OCCn2c(CCNC(=O)C(C)C)nc3ccccc32)cc1,-4.8,-2.6,5.0,-14.9,6.3,-15.0[20 µM],0.7,-0.5,7.8
CC(C)CNC(=O)c1cccc(NC(=O)COc2ccc([N+](=O)[O-])cc2)c1,-8.2,16.9,4.9,6.5,4.6,-1.7,-2.6,5.0,-2.8
Cc1ccc(C(=O)CN(C(=O)c2ccc(Cl)c(Cl)c2)N2C(=O)C3C4C=CC(C4)C3C2=O)cc1 (stereo not given),0.9,14.7,-0.9,-4.5,-1.5,-30.5,4.6,-5.2,-8.0
COc1ccc(N2C(S)=C(C#N)C(=O)NC2c2ccc(OC)c(OC)c2)cc1 (stereo not given),-9.8,28.6,1.0,-12.9,9.1&5.5,-21.3,1.1,-2.7,-8.6
COC(=O)c1nn(Cc2ccccc2)c(=O)c2ccccc12,-2.9,-5.5,5.1,-20.6,2.3,-27.5,1.8,8.7,-3.8
CC(=O)Nc1ccc(S(=O)(=O)N2CCN(Cc3ccccc3[N+](=O)[O-])CC2)cc1,-1.7,1.5,11.0,-15.4,7.3,-25.9,3.3,-1.8,-1.7
CC(NC(=O)Cc1ccc(-c2ccccc2)cc1)c1ccccc1 (stereo not given),0.9,7.8,1.8,-6.7,12.7,-13.8[20 µM],2.7,-1.4,-5.4
NS(=O)(=O)c1cccnc1Nc1cccc(C(F)(F)F)c1,-10.5,19.8,-0.8,-15.5,13.4,-18.2[20 µM],1.1,-3.1,5.6
COc1ccccc1NC(=O)CSc1nnc(COc2ccc(Cl)cc2)n1Cc1ccco1,0.7,-0.2,3.2,-14.4,4.1,-13.2,0.6,0.0,5.6
COc1ccc(/C=N/NC(=O)CN2CCCc3ccccc32)c(OC)c1,-16.3,-11.8,-3.1,-18.5,6.2,-31.6,4.4,-0.5,-0.1
CCN(C(=O)COC(=O)c1cc(OC)c(OC)cc1[N+](=O)[O-])C1CCS(=O)(=O)C1 (stereo not given),-10.5,-19.1,9.1,-6.8,3.1,-31.2,0.8,1.9,-4.4
O=C(/C=C\Nc1cccc(F)c1)c1ccc2c(c1)OCO2,0.0,73.8*[5 µM],-0.9,-5.8,3.0,2.3[20 µM],0.1,-3.4,-2.7

# The list goes on.
SMILES,TbHK1 inh,PPC-1+TRAIL kill,BaF3 parental,NCF1 inh,EP2 antag,Furin inhibitor,p97 ATPase inh,Ba/F3 V617F tox,RBBP9 inhibitor
O=C(C1=NN[C@@H]2C(=O)N(c3cccc(F)c3)C(=O)[C@H]12)c1ccc2ccccc2n1,-24.8,21.0,8.8,-10.6,15.5,1.2,-1.2,3.4,-3.6
Cc1ccc(S(=O)(=O)N2CCN(C3CCC(c4ccccc4)CC3)CC2)cc1 (stereo not given),4.2,23.1,-2.7,-0.4,nt,-13.2,7.3,-5.7,5.9
CCN1C(=O)C(CC(=O)Nc2ccc(F)cc2)N(Cc2ccc3c(c2)OCO3)C1=S (stereo not given),0.0,2.7,0.5,5.8,15.0,-16.0,-2.0,3.5,-4.9
Cc1ccc(NC(=O)Nc2ccc(F)c(Cl)c2)cc1,2.6,-2.2,0.2,-4.8,3.5,-7.3,-2.9,5.3,-9.2
CCN1CCc2c(OCC(=O)N3CCc4ccccc43)cccc2C1=O,-5.4,16.5,0.8,3.6,4.8,-15.2,0.4,-0.9,-5.9
COc1ccc(S(=O)(=O)N2CCCN(S(=O)(=O)c3ccc(OC)c(C)c3)CC2)cc1C,3.3,18.2,9.8,-12.6,3.6,-9.8[20 µM],-12.6,2.5,-14.6
COc1ccc(C2C(C#N)=C(N)N(c3ccccc3)C3=C2C(=O)CCC3)cc1Cn1cc([N+](=O)[O-])cn1 (stereo not given),-3.5,0.4,1.6,-43.5,11.9,-23.1[20 µM],4.5,-0.6,-7.2
COc1ccc(OC)c(-n2c(=S)[nH]c3cc(C(=O)N4CCN(c5ccccc5)CC4)ccc3c2=O)c1,-15.0,-16.2,7.5,-0.7,7.8,-15.8,5.7,3.6,-6.3
CCCSc1nnc(CNC(=O)C23CC4CC(CC(C4)C2)C3)n1Cc1ccccc1,-3.2,-6.3,7.9,-5.1,8.8,-9.9,3.5,-0.3,-1.8
COc1cccc(NC(=S)N(CCN2CCCCC2)Cc2ccco2)c1,-1.2,0.5,1.3,1.3,6.9,-18.3,0.5,-2.8,0.7
COc1ccccc1/C=C/C(=O)OCC(=O)Nc1ccc(Cl)cn1,-4.5,1.9,-1.1,-10.1,7.8,-27.4,2.2,-2.6,-4.6
CCOc1cc(C2C3=C(CCCC3=O)Nc3nc(C(=O)OC)nn32)ccc1OC (stereo not given),-9.5,3.3,-1.4,-13.2,4.1,-12.5[20 µM],5.8,-2.6,-5.6
CCc1nnc(NC(=O)C2CCCCC2)s1,2.5,-9.5,4.3,-5.8,4.4,1.4[20 µM],-2.8,4.5,-5.3
N#CCC(=O)Nc1cc(C(F)(F)F)ccc1N1CCOCC1,3.6,9.8,-0.6,-1.0,4.8,-22.6,-1.3,-2.1,2.5
CC(=O)OCCn1c(=O)c2cc3c(=O)n(CCOC(C)=O)c(=O)c3cc2c1=O,0.4,-14.1,5.8,1.9,11.6,-17.2,-0.5,0.1,-6.1
O=C(/C=C/c1ccc2c(c1)OCO2)c1ccccn1,-33.3,-0.1,1.1,2.2,2.7,-11.0,-3.2,-2.0,6.0
COc1ccc(C(=O)Nc2ccc(NC(=O)c3cccs3)cc2)cc1Cl,8.6,19.0,6.8,-12.5,7.4,-9.9,5.3,-0.1,-3.1
C=CC(COCc1ccccc1)N(Cc1ccc(OC)cc1)S(=O)(=O)c1ccccc1Br (stereo not given),6.1,-19.7,nt,-11.6,8.8,-25.4,nt,nt,nt
CCOCCn1c(CN2CCOCC2)nc2c1c(=O)[nH]c(=O)n2C,-2.0,4.8,2.9,-15.4,11.6,-31.9,3.7,1.4,-6.8
O=C(COC(=O)C1CCN(S(=O)(=O)c2ccc3c(c2)OCCO3)CC1)Nc1cc(C(F)(F)F)ccc1Cl,-2.3,18.3,4.8,-10.1,3.4,-4.5,-4.9,1.8,-10.7
CCCCn1c(SCC(=O)Nc2cccc(OC)c2)nc2ccc(N3CCOCC3)cc2c1=O,-12.0,15.8,5.5,-0.7,7.8,-7.3,2.2,4.5,-4.0
C=CCNC(=O)c1ccc2nccnc2c1,-7.6,9.6,4.5,-22.3,-5.0,-8.3[20 µM],4.2,2.5,-0.9
O=C(Nc1ccc(Cl)cc1)c1ccc(OCC2CCCO2)cc1 (stereo not given),-0.8,24.5,-0.8,-1.4,4.0,-12.3,2.4,-2.9,6.2
Cc1cccc2cc3c(N)c(C(=O)Nc4ccc(N5CCOCC5)cc4)sc3nc12,-22.4,21.8,6.0,-44.8,15.5,-22.5[20 µM],3.1,-1.7,3.9
COc1ccc(C(=O)C2CCCN(C(=O)C3CCOCC3)C2)c(C)c1 (stereo not given),-2.0,18.0,1.9,5.3,3.0,-15.6,2.0,3.1,3.5
CCC(C)(C)n1nnnc1C(c1cccnc1)N1CCCc2ccccc21 (stereo not given),-1.1,-3.2,5.8,-4.0,17.1,-20.9,-5.9,2.4,3.0
CCOC(=O)C(NC(=O)CC(C)C)(Nc1cc(C)on1)C(F)(F)F (stereo not given),31.5,15.9,2.4,-9.5,13.1,-10.0,-4.3,1.9,-2.6
CC(C)C(=O)OC/C(O)=C(\C#N)c1nc2ccccc2[nH]1,-7.7,1.8,-1.1,-14.7,8.2,-26.1,7.7,-6.7,-4.2
COc1ccc(-c2c(C#N)c(N)nc3c2CCCC3)cc1OC,-11.3,nt,2.8,nt,7.9,-17.0[20 µM],-0.8,-1.4,3.4
CCCC1(CCC)NC(=O)N(CC(=O)Nc2ccccc2OC)C1=O,-0.2,1.1,3.3,-3.9,11.5,-13.6,-2.4,3.0,-7.0

# In the list so far, these have a furan ring, fused or not:
SMILES,TbHK1 inh,PPC-1+TRAIL kill,BaF3 parental,NCF1 inh,EP2 antag,Furin inhibitor,p97 ATPase inh,Ba/F3 V617F tox,RBBP9 inhibitor
C=CCn1c(SCc2c(F)cccc2Cl)nnc1-c1ccco1,7.3,-2.1,4.5,-2.7,5.3,-23.5,-3.7,2.4,-7.6
CC(C)(O)C#Cc1ccc(C(=O)N2CCN(C(=O)c3ccco3)CC2)cc1,-1.1,6.6,1.9,-11.6,3.8,-21.0[20 µM],2.3,-0.3,-3.6
O=C(N/N=C/c1ccc2ncccc2c1)c1ccco1,-32.1,67.7*[5 µM],8.1,3.2,11.6,-0.2,-9.2,5.0,-8.6
COc1ccccc1NC(=O)CSc1nnc(COc2ccc(Cl)cc2)n1Cc1ccco1,0.7,-0.2,3.2,-14.4,4.1,-13.2,0.6,0.0,5.6
COc1cccc(NC(=S)N(CCN2CCCCC2)Cc2ccco2)c1,-1.2,0.5,1.3,1.3,6.9,-18.3,0.5,-2.8,0.7

# From PubChem
